# 3CLpro inhibitor: SARS-CoV 3CLpro protease inhibitors, primary screen, biochemical, quenched FRET; recombinant SARS-CoV 3CLpro, quenched FRET peptide cleavage; inhibition, % at 6 µM; 290,000 tested, 0.14% active; AID 1706, 2009; in the data active means inhibition above about 12%
# SSB-PriA inh: inhibitors of Klebsiella pneumoniae PriA binding to SSB C-terminal tail, primary screen, biochemical, AlphaScreen; PriA–SSB C-terminal tail interaction (Klebsiella pneumoniae); AlphaScreen SSBct-PriA binding, biotinylated peptide; inhibition, % at 33 µM; 430,000 tested, 0.6% active; AID 1272365, 2023; in the data active means inhibition mostly above about 37%, no sharp cut-off; inactive means mostly below about 20%;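 further: plate controls were negative control peptide for no effect and reference peptide for full effect; strong numbers were not always called active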
# DUSP3 inh: VHR1 phosphatase inhibitors, primary screen, biochemical, absorbance, uHTS; inhibition, % at 13.3 µM; 290,000 tested, 0.52% active; AID 1654, 2009; recombinant VHR phosphatase, pNPP absorbance; in the data active means inhibition above about 50%; further: some compounds called inactive have numbers as strong as hits
# PfHsp40 rescue: rescue of yeast from PfHsp40 toxicity, primary screen, S. cerevisiae, ATP luminescence | 340,000 tested, 0.68% active | S. cerevisiae expressing PfHsp40, growth rescue | growth rescue, % at 12.5 µM | AID 504582, 2011; in the data active means growth rescue above about 28%, passing the limit was not always enough;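 further: yeast W303a lacking pdr1 and pdr3 grown in galactose medium; growth measured after three days at 30 °C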
# Anthrax LF prot: Bacillus anthracis LF protease inhibitors, primary screen, biochemical, multiplex microsphere, MLPCN library; AID 588501, 2011; Lethal factor (Bacillus anthracis), P15917; 360,000 tested, 0.12% active; inhibition, % at 10 µM; multiplex microsphere protease cleavage assay; in the data active means inhibition above about 30%; further: plate controls were buffer without enzyme for full effect and enzyme alone for no effect
# BH1578 lux ind: inducers of Vibrio cholerae quorum light production without autoinducers, primary screen, BH1578 luxS cqsA deficient, single point; AID 588436, 2011; activation, % at 18.7 µM; V. cholerae BH1578 lux reporter, luminescence, 6 h; 350,000 tested, 0.16% active; in the data active means activation mostly above about 9.7%, no sharp cut-off; further: not every result past the cut was called active; inactives centre near 0; reference of the scale not given here
# Rv3671c protease: Rv3671c serine protease inhibitors, primary screen, biochemical, fluorescence polarization, M. tuberculosis H37Rv | inhibition, % at 5.96 µM | P9WHR9 | AID 2606, 2010 | 320,000 tested, 0.048% active; in the data active means inhibition above about 38%;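 further: extracellular domain of Rv3671c used as enzyme; 0% = enzyme with DMSO and 100% = no enzyme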
# MazEF act: activators of E. coli MazEF toxin-antitoxin RNase, primary screen, biochemical, fluorescence, uHTS; Endoribonuclease toxin MazF (Escherichia coli (strain K12)), P0AE70; FAM/BHQ RNA-DNA oligo cleavage fluorescence, 5 h; 350,000 tested, 0.32% active; activation, % at 20 µM; in the data active means activation above about 50%
# Yp Topo-I inh: Yersinia pestis topoisomerase I inhibitors, primary screen, biochemical, cleavage product accumulation, plate reader, single point. Y. pestis Topo-I cleavage product accumulation. activity, % at 10 µM. 360,000 tested, 0.064% active. DNA topoisomerase I (Yersinia pestis CO92); in the data active means activity above about 50%, passing the limit was not always enough; further: inactives centre near 2
# TcdB inh: TcdB glycohydrolase inhibitors, primary screen, biochemical, single point, plate reader | TcdB glycohydrolase enzymatic assay | inhibition, % at 9.99 µM | 350,000 tested, 0.24% active | AID 652162, 2013; in the data active means inhibition above about 10%
# Target sequence (P18177 whole entry, looked up): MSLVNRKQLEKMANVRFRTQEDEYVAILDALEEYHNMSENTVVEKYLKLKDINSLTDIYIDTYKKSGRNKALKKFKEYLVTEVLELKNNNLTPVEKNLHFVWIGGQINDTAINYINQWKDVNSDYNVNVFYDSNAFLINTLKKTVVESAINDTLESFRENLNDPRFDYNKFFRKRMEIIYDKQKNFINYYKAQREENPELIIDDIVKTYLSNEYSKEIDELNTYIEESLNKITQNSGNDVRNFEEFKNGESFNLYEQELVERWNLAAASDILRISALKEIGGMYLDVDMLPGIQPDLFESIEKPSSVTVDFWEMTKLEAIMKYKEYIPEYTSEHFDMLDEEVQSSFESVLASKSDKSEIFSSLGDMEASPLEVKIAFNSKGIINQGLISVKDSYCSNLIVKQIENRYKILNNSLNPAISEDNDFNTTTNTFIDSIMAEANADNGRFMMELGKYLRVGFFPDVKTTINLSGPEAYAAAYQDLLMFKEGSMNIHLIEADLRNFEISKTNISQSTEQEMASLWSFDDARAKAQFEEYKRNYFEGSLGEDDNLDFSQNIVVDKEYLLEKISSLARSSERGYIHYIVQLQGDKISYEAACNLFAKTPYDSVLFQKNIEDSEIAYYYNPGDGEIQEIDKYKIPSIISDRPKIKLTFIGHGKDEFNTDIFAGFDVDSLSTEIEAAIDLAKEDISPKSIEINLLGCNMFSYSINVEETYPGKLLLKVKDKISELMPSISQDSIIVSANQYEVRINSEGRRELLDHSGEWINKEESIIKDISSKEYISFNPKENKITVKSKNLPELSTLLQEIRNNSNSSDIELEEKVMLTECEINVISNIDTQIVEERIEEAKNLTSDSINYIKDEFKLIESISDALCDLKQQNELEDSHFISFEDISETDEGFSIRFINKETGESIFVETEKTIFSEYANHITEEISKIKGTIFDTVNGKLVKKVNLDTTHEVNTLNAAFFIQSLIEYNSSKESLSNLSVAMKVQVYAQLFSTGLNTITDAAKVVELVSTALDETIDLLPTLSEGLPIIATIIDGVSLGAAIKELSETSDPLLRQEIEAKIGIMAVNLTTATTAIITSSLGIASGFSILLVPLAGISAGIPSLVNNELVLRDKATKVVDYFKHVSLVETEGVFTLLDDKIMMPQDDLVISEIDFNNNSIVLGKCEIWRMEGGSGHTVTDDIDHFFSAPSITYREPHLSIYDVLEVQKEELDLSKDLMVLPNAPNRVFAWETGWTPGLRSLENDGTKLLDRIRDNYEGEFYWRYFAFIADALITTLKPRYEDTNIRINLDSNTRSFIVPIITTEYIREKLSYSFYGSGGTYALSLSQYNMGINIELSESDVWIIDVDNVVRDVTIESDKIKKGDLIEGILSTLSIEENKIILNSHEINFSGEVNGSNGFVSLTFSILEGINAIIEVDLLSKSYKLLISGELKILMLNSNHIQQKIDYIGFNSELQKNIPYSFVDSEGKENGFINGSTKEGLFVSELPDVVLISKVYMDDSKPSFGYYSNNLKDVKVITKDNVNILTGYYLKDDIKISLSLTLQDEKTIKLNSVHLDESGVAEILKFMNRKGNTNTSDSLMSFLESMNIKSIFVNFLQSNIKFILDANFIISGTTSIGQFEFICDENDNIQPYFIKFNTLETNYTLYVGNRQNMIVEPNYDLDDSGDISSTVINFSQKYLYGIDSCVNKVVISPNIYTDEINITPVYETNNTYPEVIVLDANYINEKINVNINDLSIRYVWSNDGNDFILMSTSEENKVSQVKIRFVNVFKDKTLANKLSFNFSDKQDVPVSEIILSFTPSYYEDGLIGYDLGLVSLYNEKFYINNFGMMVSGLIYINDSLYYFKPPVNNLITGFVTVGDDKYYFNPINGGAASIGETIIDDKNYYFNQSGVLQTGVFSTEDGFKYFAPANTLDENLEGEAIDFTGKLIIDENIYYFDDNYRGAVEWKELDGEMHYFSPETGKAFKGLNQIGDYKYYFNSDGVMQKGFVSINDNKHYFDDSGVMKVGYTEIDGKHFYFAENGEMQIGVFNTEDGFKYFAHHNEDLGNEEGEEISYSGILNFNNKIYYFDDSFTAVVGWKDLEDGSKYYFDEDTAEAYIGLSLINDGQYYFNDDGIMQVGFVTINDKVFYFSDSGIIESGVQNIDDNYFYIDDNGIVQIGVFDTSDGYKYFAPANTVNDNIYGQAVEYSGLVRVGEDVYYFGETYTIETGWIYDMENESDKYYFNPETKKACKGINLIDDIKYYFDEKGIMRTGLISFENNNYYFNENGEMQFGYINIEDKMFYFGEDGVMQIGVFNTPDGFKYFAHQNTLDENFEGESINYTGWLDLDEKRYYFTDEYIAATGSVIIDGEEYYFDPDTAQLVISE
# * marks the source's active call; other numbers are inactive results; i = inactive; · = no result given; & = joins results of further samples. Only part of the results is shown; rates above refer to the full screens.
# Values run as follows: Rv3671c protease, DUSP3 inh, SSB-PriA inh, TcdB inh, BH1578 lux ind, PfHsp40 rescue, Anthrax LF prot, Yp Topo-I inh, MazEF act, 3CLpro inhibitor
- C=Cc1cc(OC)c2c(c1)c(=O)oc1c2cc(OC)c2c(O)ccc(C3OC(C)C(O)C(C)(O)C3O)c21 (stereo not given)
  ·, ·, 1, 0.1, i, 5.5, -2, -6, 8, ·
- CCOC(=O)c1cnc2ccc(OCC)cc2c1N(C)Cc1ccccc1
  0, 7, -12, 0.9, i, 1.5, 0, 25, -11, 4
- CNC(=S)Nc1ccc2[nH]c(=O)[nH]c2c1
  10, -7, -8, -2.0, 0.3, -2.2, -2, -12, 4, 1
- CCOC(=O)c1cc(=O)n2nc(-c3ccc(C)cc3)nc2s1
  1, 19, -1, ·, i, -0.4, 2, 3, -9, 1
- Cc1ccc(OCCCC(=O)Nc2ccc3c(c2)OCCO3)cc1
  -8, ·, -9, 1.8, -3.2, 1.5, -2, 7, -5, ·
- CCOC(=O)CSc1nnc([C@H](C)NC(=O)OC(C)(C)C)o1
  -3, 1, -7, ·, 0.5, 0.0, -3, -2, 3, -8
- O=C(NCCCN1CCCC1=O)c1cc(S(=O)(=O)N2CCOCC2)ccc1Cl
  2, 2, -12, 4.4, i, 0.5, -5, -16, 4, -2
- CCCN=C1N(C)C[C@@H]2[C@@H]3C(=O)N(Cc4ccccc4)C(=O)[C@@H]3[C@](Cc3ccccc3)(C(=O)OC)N12
  ·, ·, 3, 1.2, -0.8, -1.7, -8, -6, 6, ·
- O=C(OC1CCOC1=O)C1CCN(S(=O)(=O)c2ccccc2)CC1 (stereo not given)
  -1, ·, -11, 0.5, -0.2, 0.0, -2, 2, 0, ·
- COc1ccc(/C=N/Nc2nnc(-c3ncc[nH]3)c3ccccc23)cc1
  4, 23, ·, ·, i, 0.2, 1, -4, -2, -3
- CC(=O)Nc1ccc(-c2ccnc3c2CC(C(=O)NCc2ccc(N4CCN(C)CC4)cc2)O3)cc1 (stereo not given)
  ·, ·, ·, -6.0, 0.3, ·, -3, -11, ·, ·
- Cc1cccc(C(=O)NC2=NCCS2)c1
  0, -1, -10, 0.3, -0.4, -0.4, -4, -5, 7, -3
- O=C(Cc1ccccc1)N1CCCC1c1ccccc1 (stereo not given)
  -8, 12, -11, ·, i, 1.2, -2, 12, 4, -2
- Cc1ccc(C2CC(c3ccccc3)=NN2c2ccc(S(N)(=O)=O)cc2)cc1 (stereo not given)
  ·, ·, ·, 1.3, 1.1, ·, 1, 12, ·, ·
- COc1ccc(C(=O)C2CCCN(Cc3c[nH]c4ccccc34)C2)c(OC)c1 (stereo not given)
  -8, 8, 2, 0.1, i, 1.3, 0, -1, 14, -6
- COc1ccc(-c2[nH]c(-c3ccccc3)nc2SCC(=O)Nc2nccs2)cc1
  7, 19, 13, 2.2, 0.0, -0.6, -1, -1, -5, 2
- COc1ccc(C(C)(C)C)cc1S(=O)(=O)n1ccnc1C
  3, 17, -1, 1.2, i, -1.2, -2, 8, -8, 3
- COc1cccc(CNC(C)(C)CO)c1OCc1ccc(Cl)cc1
  10, 31, 3, 0.4, -0.4, -0.2, 2, -1, 10, -6
- CCN(CC(=O)Nc1ccc(C)c(S(=O)(=O)N2CCOCC2)c1)Cc1ccccc1
  11, ·, 5, 1.0, -5.6, 0.1, 0, 25, 2, ·
- CC(C)N1C(=O)C2C(c3ccccc3O)NC(C)(C(=O)O)C2C1=O (stereo not given)
  -6, 38, -5, 0.6, -0.5, 0.1, 0, 3, -1, ·
- COc1cccc(OC)c1C(=O)Nc1ccccc1C(=O)N1CCCCCC1
  0, 24, 3, 7.0, i, -0.4, 0, 2, 3, 1
- COc1cc(-c2noc(CCC(=O)NC3CCCC3)n2)cc(OC)c1OC
  -4, 20, -4, 0.2, -0.3, -0.2, -2, -8, -26, 1
- C[C@H]1CN([C@@H](C)CO)C(=O)CCCn2nncc2CO[C@@H]1CN(C)Cc1ccccc1C(F)(F)F
  ·, ·, ·, 1.1&0.4, -0.2, ·, 5, 2, 10, ·
- Cc1ccc(C(=O)Nc2ccc(N3CCN(C)CC3)cc2)cc1C
  -1, -17, 2, 0.8, i, -0.8, -9, 0, 14, -4
- O=C(c1ccco1)N1CCN(Cc2ccc(F)cc2)CC1
  -1, 28, 3, 1.2, -0.8, -0.3, 4, -12, 2, -6
- CCCC(C)NC(=O)Cc1ccc(Br)cc1 (stereo not given)
  1, -7, -24, 1.8, -0.3, 0.5, 0, 7, 4, 2
- CCOC(=O)/C(=C/c1ccc(F)cc1)NC(C)=O
  0, 22, 1, ·, -1.6, 1.0, 1, 7, 5, -2
- CCn1c(Cc2c(C)[nH]c3ccccc23)nnc1SCC(=O)NCc1ccco1
  -5, 27, -7, ·, -0.3, 1.5, -1, -5, -1, -2
- Cc1nn(-c2ccccc2)c(N)c1C1(O)C(=O)Nc2ccccc21 (stereo not given)
  3, -8, -5, 0.3, -0.3, -1.8, -2, 4, -1, 5
- O=C(Nc1cccc(Cl)c1Cl)c1ccco1
  ·, ·, ·, -4.0, i, ·, -9, 4, 3, ·
- CCCCCn1c(=S)[nH]c2ncccc2c1=O
  -12, 8, -11, ·, -0.4, 0.1, 2, -1, 2, 2
- CC(C)CN(Cc1c(O)ccc2ccccc12)CC(C)C
  -3, 21, 4, 2.3, -0.1, 1.1, -5, 8, -1, 1
- Cc1cccc(NC(=O)c2sc3nc(-c4ccc(F)cc4)cn3c2C)n1
  -5, 6, -4, ·, i, 0.2, -1, 2, -56, 0
- COc1cc([N+](=O)[O-])ccc1NC(=O)CSc1nc2ccccc2n1-c1ccccc1
  -7, 6, ·, 1.4, ·, ·, ·, ·, ·, -4
- CCOC(=O)C1(C)CCN1C(=O)c1ccc(N(C)C)cc1 (stereo not given)
  ·, ·, ·, 0.1, i, ·, -3, 1, ·, ·
- Cc1ccc(CNC(=O)c2ccc(Cl)c(S(=O)(=O)N3CCCCC3)c2)cc1
  -17, ·, -5, -0.9, -2.1, 4.7, -8, 9, 1, ·
- CCOC(=O)N1CCN(S(=O)(=O)c2ccc3c(c2)CCN3C(=O)C2CC2)CC1
  6, 26, 4, ·, -1.4, 0.7, -2, -6, -14, 0
- COc1ccc(CCNC(=O)COc2ccc(C)nc2[N+](=O)[O-])cc1
  -1, 10, -18, 1.9, 1.6, 1.1, -5, 3, 7, 0
- CN(c1ccc(OCC(=O)N2CCN(C/C=C/c3ccccc3)CC2)cc1)S(=O)(=O)c1cccs1
  2, 22, 11, 1.5, -0.2, -0.2, -1, 1, -7, 2
- COC(=O)c1sc(NC(=O)CSc2nnc(C(C)C)n2C)nc1C
  2, -11, -3, ·, i, -0.1, -3, 2, 2, -2
- C/C(=C\c1ccc(C)o1)C(=O)c1c(C)cc(C)[nH]c1=O
  5, 37, -12, 1.4, 4.6, -0.2, 2, -2, 0, 0
- CN(C)C(=O)CSc1nc(-c2cccs2)c(-c2cccs2)[nH]1
  -4, 20, 8, -1.2, -3.1, -0.6, 4, 4, 6, -3
- COc1ccc(-c2cc(C(F)(F)F)n3nc(C(=O)O)cc3n2)cc1OC
  6, 23, -11, ·, i, 0.9, -11, 3, 6, 7
- Cc1cccc(C)c1NC(=O)CN1CCc2ccccc2C1
  1, ·, 4, 0.6, 0.0, -1.8, -9, 7, 2, -3
- O=C(CSCc1ccccc1Br)N/N=C/c1ccc2c(c1)OCO2
  -5, 6, ·, ·, -0.2, 0.3, -1, 16, -5, 3
- CC(C)C(=O)NC(=S)Nc1ccccn1
  5, 5, -10, ·, i, -1.7, -1, 4, -5, 3
- CCN(Cc1ccccc1)C(=O)CN1C(=S)NC(C)(C)CC1C (stereo not given)
  11, -2, -22, 0.8, i, -1.1, 1, -4, 2, -1
- COc1cc(C(=O)NCCCNc2nc3cc(C)cc(C)c3cc2C#N)cc(OC)c1OC
  -2, 27, -7, ·, -0.4, 0.0, 3, 7, 1, -6
- O=C(CCc1ccccc1F)N1CCN(c2ccccc2)CC1
  ·, 28, 7, 2.6, i, 0.0, -8, 1, -10, 2
- COc1cc(O)c2c(=O)cc(-c3ccccc3)oc2c1
  0, -11, -3, 0.6, 0.4, -1.2, -12, -9, -7, 4
- CCC(=O)N(Cc1ccco1)c1nc(-c2ccc(OC)cc2)cs1
  2, 12, -5, ·, ·, -0.3, -1, 12, 3, 5
- Cc1cc(C)cc(NC(=O)Nc2ccc3c(c2)CCC3)c1
  2, 6, -8, 1.5, -0.1, -0.9, -4, 2, 12, 2
- Cc1c(CC(=O)N2C[C@H]3C[C@@H](C2)c2cccc(=O)n2C3)c(=O)oc2cc3occ(C(C)(C)C)c3cc12
  -9, 13, ·, 1.9, -0.6, -2.7, 6, 16, -10, -4
- COc1ccccc1-c1csc2ncnc(Sc3nnnn3C)c12
  0, ·, 3, -0.3, i, -0.3, 2, 8, 6, ·
- CC(SCc1ccccc1)C(=O)N/N=C/c1ccc2c(c1)OCO2 (stereo not given)
  2, 25, ·, ·, -2.0, -0.4, -6, 13, 1, -4
- CCOC(=O)[C@@H]1[C@H]2COc3ccc(Br)cc3[C@@H]2N2C(=O)N(c3ccc(F)cc3)C(=O)[C@]12C
  -8, -3, 3, 1.4, i, 1.8, 0, 14, 2, 3
- CCN1CCN(CCCNC(=O)c2ccc3c(c2)N(Cc2ccc(C)cc2)CCS3)CC1
  5, -5, 26, ·, -0.9, 0.8, -5, -13, 33, -1
- Cc1ccccc1NC(=O)c1ccccc1NC(=O)c1ccco1
  0, -15, -15, ·, -1.8, -0.4, -2, -1, 0, -3
- COc1ccc(N2CCN(C(CNC(=O)C(=O)NC3CC3)c3ccco3)CC2)cc1 (stereo not given)
  1, ·, 1, 1.5, -1.2, -1.4, 0, 3, 5, ·

# One compound at a time, from the list above. Order of values: Rv3671c protease, DUSP3 inh, SSB-PriA inh, TcdB inh, BH1578 lux ind, PfHsp40 rescue, Anthrax LF prot, Yp Topo-I inh, MazEF act, 3CLpro inhibitor
# Listed for `COc1cc([N+](=O)[O-])ccc1NC(=O)CSc1nc2ccccc2n1-c1ccccc1` : -7, 6, ·, 1.4, ·, ·, ·, ·, ·, -4
# Listed for `Cc1cccc(C)c1NC(=O)CN1CCc2ccccc2C1` : 1, ·, 4, 0.6, 0.0, -1.8, -9, 7, 2, -3
# Listed for `CCN(Cc1ccccc1)C(=O)CN1C(=S)NC(C)(C)CC1C` (stereo not given) : 11, -2, -22, 0.8, i, -1.1, 1, -4, 2, -1

# By substructure, the entries above containing bromine
# Values run as follows: Rv3671c protease, DUSP3 inh, SSB-PriA inh, TcdB inh, BH1578 lux ind, PfHsp40 rescue, Anthrax LF prot, Yp Topo-I inh, MazEF act, 3CLpro inhibitor
- CCCC(C)NC(=O)Cc1ccc(Br)cc1 (stereo not given)
  1, -7, -24, 1.8, -0.3, 0.5, 0, 7, 4, 2
- O=C(CSCc1ccccc1Br)N/N=C/c1ccc2c(c1)OCO2
  -5, 6, ·, ·, -0.2, 0.3, -1, 16, -5, 3
- CCOC(=O)[C@@H]1[C@H]2COc3ccc(Br)cc3[C@@H]2N2C(=O)N(c3ccc(F)cc3)C(=O)[C@]12C
  -8, -3, 3, 1.4, i, 1.8, 0, 14, 2, 3
